# Compound activity as filed in PubChem BioAssay.
# KCNQ2 inh: KCNQ2 channel blockers in CHO-K1 cells – cell-based, FluxOR thallium flux, B-score, primary screen (AID 2156); 20 min; active compounds read low; B-score at 10 µM; hit rate 1.1% among 310,000; O88943;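 active = fluorescence ratio B-score at most minus 3 library SDs, with starting brightness B-score within 2 library SDs, cut at about -5.5 in these data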
# CHT inh: human CHT choline transport inhibition. Q9GZV3. CHT-expressing cells, membrane potential dye, choline response; active compounds read low. B-score at 10 µM. hit rate 0.86% among 310,000. AID 488975;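 active = B-score over 3 SD under the library average, and starting fluorescence ratio not unusually high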;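 note: choline stimulus applied at its EC90 after an EC20 pre-addition; B-score computed on integrated fluorescence ratio after choline addition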
# Target sequence (Q9GZV3 whole entry, looked up): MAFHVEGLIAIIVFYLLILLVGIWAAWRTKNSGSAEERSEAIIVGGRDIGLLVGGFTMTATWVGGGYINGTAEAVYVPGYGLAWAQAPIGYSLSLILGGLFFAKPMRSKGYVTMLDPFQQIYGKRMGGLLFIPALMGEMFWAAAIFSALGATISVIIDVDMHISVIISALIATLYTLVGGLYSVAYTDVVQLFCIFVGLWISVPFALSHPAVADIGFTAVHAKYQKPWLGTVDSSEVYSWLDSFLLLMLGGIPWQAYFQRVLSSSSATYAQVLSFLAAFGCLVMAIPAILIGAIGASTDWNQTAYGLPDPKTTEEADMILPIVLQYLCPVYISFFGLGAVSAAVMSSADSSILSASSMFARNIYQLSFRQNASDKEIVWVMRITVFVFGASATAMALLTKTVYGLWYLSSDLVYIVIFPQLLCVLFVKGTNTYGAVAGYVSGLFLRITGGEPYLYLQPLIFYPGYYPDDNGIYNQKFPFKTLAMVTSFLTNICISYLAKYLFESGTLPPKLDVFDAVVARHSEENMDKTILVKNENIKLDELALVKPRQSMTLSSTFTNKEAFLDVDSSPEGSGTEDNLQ
# Starred values were filed as active, the others as inactive; i = inactive; nt = no result given.
SMILES,KCNQ2 inh,CHT inh
Cc1ccc(CN(C)C(=O)C2CCCN2C(=O)c2cccs2)o1 (stereo not given),i,i
CCOC(=O)N1CCC2(CC1)C(C#N)=C(N)Oc1c2c(C)nn1-c1cccc(Cl)c1,i,i
CCS(=O)(=O)c1ccc2oc(SCC(=O)Nc3ccc(OC)cc3OC)nc2c1,i,i
COc1ccccc1CN1CCN(C(=O)c2ccncc2)CC1,i,i
CC(C)n1c(=S)[nH]c2cc(C(F)(F)F)ccc21,i,-8.94*
Cc1ccc(C2=NS(=O)(=O)N(C)C(C(=O)NCc3ccc4c(c3)OCO4)=C2)cc1,i,i
Cc1ncc(CO)c2cc(C(N)=O)c(=Nc3ccccc3)oc12,i,i
CC(=O)Nc1ccc(SCC(=O)OCC(=O)NC(=O)NCCC(C)C)cc1,i,i
CCOC(=O)c1c(C)[nH]c(N=Nc2cccc(C)c2)c1C,i,i
O=C(NC1CCCC1)C1CCCN1S(=O)(=O)c1cccc2cccnc12 (stereo not given),i,i
COc1ccc(OC)c(NC(=O)CSc2nnc(CNC(=O)c3cc(OC)c(OC)c(OC)c3)o2)c1,i,i
Cc1ccccc1Nc1nc(N)nc(COC(=O)[C@@H](NC(=O)c2c(F)cccc2F)C(C)C)n1,i,i

# Continued (two carried over from the part before).
SMILES,KCNQ2 inh,CHT inh
COc1ccc(OC)c(NC(=O)CSc2nnc(CNC(=O)c3cc(OC)c(OC)c(OC)c3)o2)c1,i,i
Cc1ccccc1Nc1nc(N)nc(COC(=O)[C@@H](NC(=O)c2c(F)cccc2F)C(C)C)n1,i,i
O=[N+]([O-])c1ccccc1N/N=C/c1ccc2c(c1)OCO2,i,nt
Cc1ccc(NC(=S)NC(NC(=O)N(C)C)C(Cl)(Cl)Cl)cc1 (stereo not given),i,i
Cc1cc(C)cc(N(C(C)C(=O)N2CCOCC2)S(C)(=O)=O)c1 (stereo not given),i,i
O=C(O)/C(=C\c1ccccc1OC(F)F)c1ccc(-c2ccccc2)cc1,i,i
COc1ccc(C2SCC(=O)N2c2nc3ccccc3s2)cc1 (stereo not given),i,i
CCCNc1c(F)c(F)c2c(C)c3ccccc3nc2c1F,i,i
CCOC(=O)Cc1csc(NC(=O)c2ccc3ncsc3c2)n1,i,i
CCCCNC(=O)CCCCC(=O)N/N=C/c1cccc(Cl)c1,i,i
O=C(NNC(=O)c1csc(N2CCOCC2)n1)c1cccnc1,i,i
Cc1cc(=O)[nH]c(-c2ccccc2OC(F)(F)F)n1,i,i
Cc1cs/c(=N\N=C2CCCCC2)n1Cc1ccco1,i,i
N/C(=N\OC(=O)c1ccccc1Cl)c1cccc([N+](=O)[O-])c1,i,i
N#Cc1ccc(CSc2nnc(NC(=O)C3CC(=O)N(c4ccc5c(c4)OCCO5)C3)s2)cc1 (stereo not given),i,i
CC(C)CC(C(=O)O)N1C(=O)C2C3CC(C2C1=O)C1C(c2ccccc2)c2sc(=O)[nH]c2SC31 (stereo not given),i,i
COc1cccc(C(=O)N2CCN(CCCc3ccccc3)CC2)c1OC,nt,i
Cc1ccc(OCC(=O)Nc2ccc(N(C)C)cc2)cc1,i,i
Cc1ccc(C(=O)Nc2cccc([N+](=O)[O-])c2)cc1S(=O)(=O)Nc1cccc(C(=O)O)c1,i,i
O=C(Nc1nc(-c2ccncc2)cs1)c1ccco1,i,i
COc1cccc(NC(=O)Cn2c(CCC(=O)O)ccc2-c2ccc(C)cc2)c1,i,i
COc1ccc(C)cc1NC(=O)C(C)N(c1ccc(C)cc1)S(C)(=O)=O (stereo not given),i,i
COc1ccc(S(=O)(=O)N2CN3CCN(C3)C2)cc1OC,i,i
CSc1n[nH]c(=O)n1C1CCCCC1,i,i
Cc1nc2nc[nH]n2c(=O)c1NC(=O)CC12CC3CC(CC(C3)C1)C2,i,i
COC(=O)CN(C(=S)Nc1ccccc1)C1CC(=O)N(c2ccc(OC)cc2)C1=O (stereo not given),i,i

# Single records, as listed above. Order of screens: KCNQ2 inh	CHT inh
# O=[N+]([O-])c1ccccc1N/N=C/c1ccc2c(c1)OCO2 is listed as i	nt
# CCOC(=O)N1CCC2(CC1)C(C#N)=C(N)Oc1c2c(C)nn1-c1cccc(Cl)c1 is listed as i	i
# Cc1cs/c(=N\N=C2CCCCC2)n1Cc1ccco1 is listed as i	i
# COc1ccc(S(=O)(=O)N2CN3CCN(C3)C2)cc1OC is listed as i	i
# CC(C)n1c(=S)[nH]c2cc(C(F)(F)F)ccc21 is listed as i	-8.94*

# Other compounds follow:
SMILES,KCNQ2 inh,CHT inh
O=C(Nc1ccccc1)N(c1ccccc1)C1C=CS(=O)(=O)C1 (stereo not given),i,i
COC(=O)c1cc2c(ccn2-c2ccc(F)cc2)n1Cc1ccc(OC)cc1,i,i
COc1ccc(CNc2ccc3c(c2)ncn3-c2ccccc2OC)cc1,i,i
CSc1nc2c(cnn2-c2ccc(C)c(C)c2)c(=O)[nH]1,i,i
COc1ccc(C(CNC(=O)c2cc(SC)ccc2Cl)N(C)C)cc1 (stereo not given),i,i
O=C(Nc1ccc2c(c1)C(=O)NC2=O)c1ccc(S(=O)(=O)N2CCCC2)cc1,i,i
Cc1ccc(-n2c(C)cc(C(=O)CN3CCOCC3)c2C)cc1,i,i
Cc1ccc(C(=O)OC(C)CN2CCOCC2)cc1 (stereo not given),i,i
Cc1ccc(C(=O)NNC(=O)C2CCN(c3nccc(C)n3)CC2)cc1,i,i
Cn1nnnc1SCC(=O)N1CCOCC1,i,i
COc1ccc(-c2cc(C(F)(F)F)nc(N3CCOCC3)n2)cc1,i,i
COc1ccc(CCNC(=O)c2ccc(S(=O)(=O)N(C)c3ccccc3)cc2)cc1OC,i,i
COc1ccc2c(c1OC)C(=O)OC2n1c(O)c(N=NC(C)=O)c2ccccc21 (stereo not given),i,i
COc1cccc(N(CC(=O)N2CCN(C)CC2)S(=O)(=O)c2ccc(C)cc2)c1,i,i
O=C(c1ccc(CS(=O)Cc2ccc(Cl)cc2)o1)N1CCN(c2cccc(Cl)c2)CC1 (stereo not given),i,i
CCOc1ccc(N=C2SCC(=O)N2CC)cc1,i,i
Cc1nc2nc3c(c(=O)n2[nH]1)CCC3,i,i
NC(=O)c1ccc(C23CC4CC(CC(C4)C2)C3)o1,i,i
Cc1ccc2nc(N/N=C/c3ccccc3F)nc(-c3ccccc3)c2c1,i,i
Cc1c(N(C)C(=O)C23CC4CC(CC(C4)C2)C3)c(=O)n(-c2ccccc2)n1C,i,i
CN(C)N1C(=O)CC(NNC(=O)c2ccncc2)C1=O (stereo not given),i,i
COc1cccc(NC(=O)CSc2nc3n[nH]c(C)c3c(=N)n2-c2cccc(OC)c2)c1,i,i
O=C(NC(c1ccccc1)c1ccccc1)C1CCCN(S(=O)(=O)c2cnc[nH]2)C1 (stereo not given),i,i
CN1CCN(c2ccc(Cl)cc2NC(=O)C2COc3ccccc3O2)CC1 (stereo not given),i,i

# 7 of these compounds, reformatted:
Molecule | KCNQ2 inh | CHT inh
O=C(c1ccc(CS(=O)Cc2ccc(Cl)cc2)o1)N1CCN(c2cccc(Cl)c2)CC1 (stereo not given) | i | i
CCOc1ccc(N=C2SCC(=O)N2CC)cc1 | i | i
Cc1nc2nc3c(c(=O)n2[nH]1)CCC3 | i | i
NC(=O)c1ccc(C23CC4CC(CC(C4)C2)C3)o1 | i | i
Cc1ccc2nc(N/N=C/c3ccccc3F)nc(-c3ccccc3)c2c1 | i | i
Cc1c(N(C)C(=O)C23CC4CC(CC(C4)C2)C3)c(=O)n(-c2ccccc2)n1C | i | i
CN(C)N1C(=O)CC(NNC(=O)c2ccncc2)C1=O (stereo not given) | i | i

# Next results:
SMILES,KCNQ2 inh,CHT inh
Cc1cc(NC(=O)c2cc(C)on2)no1,i,i
Cc1nnsc1C(=O)NNS(=O)(=O)c1cc(C(F)(F)F)cc(C(F)(F)F)c1,i,i
O=C(CC1Nc2ccccc2NC1=O)Nc1cc(Cl)cc(Cl)c1 (stereo not given),i,i
Cc1occc1-c1nnc(SCCCC(=O)c2ccc(F)cc2)n1C,i,i
CN1CCN(Cc2nc3c([nH]2)c(=O)[nH]c(=O)n3C)CC1,i,i
O=C(Nc1ccc(Cc2ccc(NC(=O)C3CC3)c(O)c2)cc1O)C1CC1,i,i
CCC(=O)N(CCC(c1ccco1)C(C)C)Cc1ccccc1 (stereo not given),i,i
Cc1ccc(S(=O)(=O)CCC(=O)Nc2ccc(Br)cc2)cc1,i,i
Cc1ccc(C(c2nnnn2Cc2cccs2)N2CCN(C(=O)c3ccco3)CC2)cc1 (stereo not given),i,i
O=C(CSc1n[nH]c(-c2ccco2)n1)Nc1ccccc1Cl,i,i
CCCNS(=O)(=O)c1ccc(CCC(=O)N2CCOCC2)cc1,i,i
CN(c1ccccc1)c1nc(N)c([N+](=O)[O-])c(N2CCCC2)n1,i,i
COc1cc(C(=O)N(C)Cc2cccc(OC)c2OC)ccc1OCC(=O)Nc1cccc(C(F)(F)F)c1,i,i
CCOc1ccccc1OCC(=O)Nc1cc2c(cc1C(=O)O)OCCCO2,i,i
O=C(Nn1c(-c2ccccc2)nc2ccccc2c1=O)c1cccs1,i,i
NC(=O)CC[C@@H]1NC(=O)[C@H](Cc2ccc(O)cc2)NC(=O)c2cc([N+](=O)[O-])cc(F)c2OCC[C@@H](C(N)=O)NC1=O,i,i
CCC(=O)Nc1cc(SCCO)cc([N+](=O)[O-])c1,i,i
CCOc1ccc(N(C(=O)c2ccc3c(c2)OCO3)C2C=CS(=O)(=O)C2)cc1 (stereo not given),i,i
Cc1cc(/C=C2/NC(=O)N(Cc3ccccc3F)C2=O)c(C)n1C,i,i
CC(/C=N/NC(=S)Nc1cccc(S(=O)(=O)N(C)C)c1)c1ccccc1 (stereo not given),i,i
CCCCN(C)C(=O)C1CCN(Cc2cccc(OCc3ccccc3)c2)CC1,i,i
O=C1CC(c2ccc3c(c2)OCO3)CN1 (stereo not given),i,i
O=C(O)/C=C/c1cnc[nH]1,i,i
CCn1nc(NC(=O)C2CCCO2)c2cc3cc(C)ccc3nc21 (stereo not given),i,i
O=C(COC(=O)/C=C/c1ccc(OC(F)F)cc1)Nc1cccc(S(=O)(=O)N2CCCC2)c1,i,i
Cc1ccc(OCc2nc(-c3ccccn3)no2)c(Br)c1,i,i
Cc1nn(-c2ccc(Cl)cc2)c2[nH]c(=O)c(CNCc3ccc4c(c3)OCO4)cc12,i,i
O=c1c(-c2n[nH]c(=S)n2-c2ccccc2)cccn1Cc1cccc(Cl)c1,i,i
FC(F)(F)c1nnc2c(Sc3ccccc3)nc3ccc(Cl)cc3n12,i,i
CC(C)(C)c1ccc(CS(=O)(=O)CC2(O)CCN(C(=O)c3cccc(C(F)(F)F)c3)CC2)cc1,i,i
Cc1ccc(O)c(NC(=O)c2noc3c2CCCCC3)c1,i,i
Cc1ccc(CNc2ccc3c(c2)OCO3)cc1,i,i
O=C(N/N=C/c1ccc(N2CCOCC2)s1)c1ccc(NS(=O)(=O)c2cccs2)cc1,i,i
Cc1ccc(Nc2c([N+](=O)[O-])ccc3nonc23)c(C)c1,i,i
Cc1ccc(-n2nnc3c(=O)n(CC(=O)c4ccccc4)cnc32)cc1,i,i
Cc1cc(NC(=O)C(C)SCC(=O)Nc2ccccc2C(C)(C)C)no1 (stereo not given),i,i
CCCCC(CC)C(=O)Nc1ccc(C)c(O)c1 (stereo not given),i,i
CC(C)C[C@H](NC(=O)C1CC(=O)N(c2ccc(F)cc2)C1)C(=O)N1CCCCC1 (stereo not given in full),i,i
Cc1ccc(C(=O)N/N=C/c2ccc(N3CCOCC3)cc2)c(C)c1,i,i
CCOC(=O)CSc1nnc(CSc2nc3sc4c(c3c(=O)[nH]2)CCC4)n1C,i,i
COc1ccc(CCN2C(=O)CC(NCc3ccc4c(c3)OCO4)C2=O)cc1OC (stereo not given),i,i
CCOC(=O)c1csc(N)c1-c1ccc([N+](=O)[O-])cc1,i,i
O=C(CSCc1cccc(Cl)c1)N1CCN(Cc2ccc3c(c2)OCO3)CC1,i,i
CCOc1ccc(N=C(/C(C(=O)C(=O)N2CCOCC2)=C(/O)c2ccccc2)c2ccccc2)cc1,i,i
Cc1ccc(C)c(NC(=O)C(CC(=O)O)Cc2ccccc2)c1 (stereo not given),i,i
CC1CCN(S(=O)(=O)c2cccc(C(=O)N(Cc3ccccc3)c3ccccn3)c2)CC1,i,i
O=C(OCc1nnc(-c2ccccc2)o1)c1cn(-c2ccccc2)nc1-c1ccccc1,-6.23*,i
Nc1ccc(C2(c3ccc(N)cc3)C(=O)Nc3ccccc32)cc1,i,-13.7*
CC(=O)c1c(C)[nH]c(C(=O)NC2=NCCS2)c1C,i,i
CCC(C(=O)Nc1sc(C(N)=O)c(C)c1C(=O)OC)c1ccccc1 (stereo not given),i,i
COc1ccc(S(=O)(=O)N2CCCC2C(=O)Nc2ccc(C)cc2)cc1 (stereo not given),i,i
O=C(c1ccc(S(=O)(=O)N2CCCCC2)cc1)N1CCN(c2ccccc2F)CC1,i,i
Cc1ccccc1COC(=O)c1cc([N+](=O)[O-])ccc1N1CCOCC1,i,i
Cc1onc(-c2ccccc2)c1C(=O)n1cc(Br)cn1,i,i
Cc1ccc(S(=O)(=O)n2ccc3c(OCCOCCNCc4ccc(F)cc4)cccc32)cc1,i,i
COc1ccc2nc(SCC(=O)N3CC(=O)Nc4ccccc43)c(C#N)cc2c1,i,i
Cc1c(CC(=O)O)c(=O)oc2cc(OCc3ccc(F)cc3Cl)ccc12,i,i
Cc1cn(C(=O)c2ccccc2)c(=S)n1-c1ccc(Br)cc1,i,i
Cc1ccc2nc(NC(=O)C3CCCN(S(=O)(=O)c4cnc[nH]4)C3)sc2c1 (stereo not given),i,i
Cc1cccc2c1OCC/C2=N\NC(=O)COc1ccccc1,-7.28*,i
C#CC1(NC(=O)NC(C)(C)C)CCCCC1,i,i
CN1Cc2c(N3CCOCC3)nc3sc(C(=O)c4ccc(Br)cc4)c(N)c3c2CC1(C)C,i,i
